All columns: NCI-60 one-dose screen, growth in % after 48 h at 10 µM unless noted; 100 = growth as untreated, 0 = no growth, -100 = all killed.
UACC-62: UACC-62 melanoma. 81,000 compounds, 5.4% hits
LOX IMVI: LOX IMVI melanoma. 79,000 compounds, 7.4% hits. AID 1794757
HS 578T: HS 578T breast cancer. 78,000 compounds, 4.1% hits. AID 1794788
SK-MEL-28: SK-MEL-28 melanoma. 81,000 compounds, 4.1% hits. AID 1794761
SK-MEL-5: SK-MEL-5 melanoma. 80,000 compounds, 6.4% hits. AID 1794755
MALME-3M: MALME-3M melanoma | 78,000 compounds, 5.8% hits | AID 1794766
UACC-257: UACC-257 melanoma; 78,000 compounds, 4.4% hits; AID 1794764
SK-MEL-2: SK-MEL-2 melanoma; 77,000 compounds, 4.7% hits; AID 1794763
Active calls of the source: *; . = no result given; & = joins results of further samples. How the source made its calls: active means growth percent below 10; inactive means the rest.

1: NC1CCC(Nc2nc(NCc3ccc(-c4ccco4)nc3)c3ncn(C4CCCC4)c3n2)CC1 (configuration not stated)
2: COc1ccc(Oc2nc(Nc3ccc(N4CCCCC4)nc3)ncc2NC(=O)Nc2cc(OC)cc(OC)c2)cc1
3: Cc1cc(C)c(C(=O)c2ccccc2Br)c(C)c1
4: CC(=O)Nc1cccc(Cl)c1
5: Cc1cn([C@]2(CF)O[C@H](CO)C2C)c(=O)[nH]c1=O (some centres not stated)
6: Nn1c(N=Nc2c(O)[nH]c3ccc([N+](=O)[O-])cc23)n[nH]c1=S
7: O=C(N/N=C\c1ccc(F)cc1)c1ccc2nc(-c3ccc([N+](=O)[O-])cc3)[nH]c2c1
8: CCN1C(=O)N(CC)C2NN3C(=O)C4(CN(C)CC45C(=O)N(C)c4ccccc45)SC3=NC21 (configuration not stated)
assay / compound,1,2,3,4,5,6,7,8
UACC-62,-31*,102,76,99&96,122,93,103,97
LOX IMVI,-26*,88,92,100&109,98,96,97,96
HS 578T,11,84,102,108&106,110,109,102,93
SK-MEL-28,0.3*,112,107,115&110,121,104,107,107
SK-MEL-5,-6.6*,92,94,104&102,89,101,96,101
MALME-3M,-41*,128,91,100&95,113,97,83,102
UACC-257,-8.8*,99,99,103&109,103,105,120,106
SK-MEL-2,-74*,87,128,96&107,98,102,118,99

An excerpt of these results, as a markdown table.
| entry | Compound | UACC-62 | LOX IMVI | HS 578T | SK-MEL-28 | SK-MEL-5 | MALME-3M | UACC-257 | SK-MEL-2 |
| --- | --- | --- | --- | --- | --- | --- | --- | --- | --- |
| 1 | NC1CCC(Nc2nc(NCc3ccc(-c4ccco4)nc3)c3ncn(C4CCCC4)c3n2)CC1 (configuration not stated) | -31* | -26* | 11 | 0.3* | -6.6* | -41* | -8.8* | -74* |
| 2 | COc1ccc(Oc2nc(Nc3ccc(N4CCCCC4)nc3)ncc2NC(=O)Nc2cc(OC)cc(OC)c2)cc1 | 102 | 88 | 84 | 112 | 92 | 128 | 99 | 87 |
| 3 | Cc1cc(C)c(C(=O)c2ccccc2Br)c(C)c1 | 76 | 92 | 102 | 107 | 94 | 91 | 99 | 128 |
| 4 | CC(=O)Nc1cccc(Cl)c1 | 99&96 | 100&109 | 108&106 | 115&110 | 104&102 | 100&95 | 103&109 | 96&107 |
| 5 | Cc1cn([C@]2(CF)O[C@H](CO)C2C)c(=O)[nH]c1=O (some centres not stated) | 122 | 98 | 110 | 121 | 89 | 113 | 103 | 98 |

Next section:
9: S=C(/N=C1\NN=C(c2ccc(Cl)cc2)CS1)Nc1ccccc1
10: CN1C(=O)NC(c2ccc3c(c2)OCO3)C=C1c1ccccc1 (configuration not stated)
11: O=[N+]([O-])c1ccc(-c2cc3c(Nc4ccc(Sc5nc6ccccc6s5)c(Cl)c4)ncnc3s2)cc1
12: COc1cc(N2C(=O)CSC2=S)cc(OC)c1OC
13: CC/C=C\C/C=C\C[C@H]1C/C=C2/C(=O)C=C[C@H]2C/C=C\CCC(=O)O1
14: CCN1C(=O)N(CC)C2Nn3c(s/c(=C\C(=O)O)c3=O)=NC21 (configuration not stated)
15: CCN(CC)C(=S)Sc1cccc2c1C(=O)c1ccccc1C2=O
16: COc1ccc(CCC(N)c2ccccc2)cc1OC (configuration not stated)
assay / compound,9,10,11,12,13,14,15,16
UACC-62,97,90,55,91,-44*,99,76,105
LOX IMVI,101,97,30,104,-68*,98,92,95
HS 578T,104,101,88,94,40,100,108,110
SK-MEL-28,115,106,75,104,-1.6*,100,105,112
SK-MEL-5,104,99,59,93,-58*,100,88,108
MALME-3M,101,88,63,101,12,97,103,104
UACC-257,94,98,67,98,.,96,106,.
SK-MEL-2,94,100,47,102,7.2*,98,100,94

17: C#CCOc1cc(N(CC)CC)ccc1C(C(=O)NC(C)(C)C)N(C(=O)C1CCc2cc(F)ccc2O1)c1ccccc1Br (configuration not stated)
18: CCS(=O)(=O)Oc1ccc(-c2ccc3occc3c2)cc1
19: Cc1cc(=O)[nH]c2c(C)cccc12
20: COc1ccc(C(=O)Nc2noc(-c3ccc(OC)cc3)c2-c2cc(OC)c(OC)c(OC)c2)cc1
21: O=C(O)c1ccc2c(c1)nc(-c1ccccc1)n2C1CCCCC1
22: O=C(O)c1cn(C2CC2)c2cc(N3CCN(Cc4nnc(Nc5ccccc5)o4)CC3)c(F)cc2c1=O
23: O=C1/C(=C/c2ccc([N+](=O)[O-])cc2)Sc2ccc(F)cc21
24: COC(=O)CC1(CC(=O)OC)OCCO1
assay / compound,17,18,19,20,21,22,23,24
UACC-62,41,81,88&108&97,86,94,100,88,111
LOX IMVI,32,99,96&98&101,96,100,88,81,.
HS 578T,85,106,97&101&105,76,103,98,90,115
SK-MEL-28,65,100,106&104&102,88,98,100,101,112
SK-MEL-5,57,91,98&100&99,86,102,106,95,108
MALME-3M,77,100,108&105&112,96,106,89,92,97
UACC-257,60,108,98&100&91,93,101,106,113,99
SK-MEL-2,3.7*,107,117&113&98,.,93,101,101,102

25: NC1N=C(SCC(=O)N2CCN(c3cc4c(cc3F)c(=O)c(C(=O)O)cn4C3CC3)CC2)NC(=O)/C1=C/c1ccccc1 (configuration not stated)
26: CCN(CC)C(=O)Cn1cc(C(N)=O)nn1
27: CC(C)(C)OC(=O)NC(Cc1ccc(OCc2ccccc2)cc1)C(=O)ON1C(=O)CCC1=O (configuration not stated)
28: CCOC(=O)c1cn2ncnc(Oc3ccc(NC(=O)Nc4ccc(F)c(Cl)c4)c(F)c3)c2c1C
29: COc1ccc(-c2cc(-c3ccc(OC)cc3)cc(-c3ccc(OC)cc3)c2)cc1
30: O=C(O)CCCCCCCCCCSCc1ccccc1
31: COc1ccc(-c2nc(SC(C)C)nc(Oc3ccccc3/C=C3/SC(=O)NC3=O)c2C#N)cc1
32: COc1cccc(CC(C)=C(c2ccc(OCCN(C)C)cc2)c2ccc(OCCN(C)C)cc2)c1
assay / compound,25,26,27,28,29,30,31,32
UACC-62,97,101,100,95,81,88,89,-91*
LOX IMVI,105,97,89,101,98,92,103,-84*
HS 578T,103,89,120,105,88,82,102,42
SK-MEL-28,107,99,100,108,99,102,104,.
SK-MEL-5,101,103,99,98,92,103,98,-95*
MALME-3M,104,100,101,93,101,88,101,-93*
UACC-257,104,107,132,108,91,.,100,-74*
SK-MEL-2,109,99,.,110,87,96,108,14

33: COc1ccc(C(=O)O)c(I)c1OC
34: CC(C)c1ccc(OCCCCCCOc2cccc(/C=C3\N=C4SCCCN4C3=O)c2)cc1
35: O=c1nc2c(-c3ccccc3)n[nH]n2c2ccsc12
36: Fc1ccccc1Nc1ncnc2onc(-c3ccccc3)c12
37: N#Cc1c(-c2ccc(Cl)cc2)nc(SCc2ccc([N+](=O)[O-])cc2)nc1N1CCOCC1
38: O=C(CCc1nnc(Cn2cncn2)o1)c1nc2ncccc2[nH]1
39: Cc1cc(=O)oc2cc(OC(=O)C(CCCCN)NC(=O)OCc3ccccc3)ccc12 (configuration not stated)
40: COC(=O)c1cc(Nc2ccc(O)c3c2C(=O)c2c([N+](=O)[O-])ccc(O)c2C3=O)cc(C(=O)OC)c1
assay / compound,33,34,35,36,37,38,39,40
UACC-62,104,72,97,77,68,96,114,49
LOX IMVI,97,91,94,96,99,97,102,60
HS 578T,107,104,100,91,100,95,.,.
SK-MEL-28,112,67,107,108,95,108,124,31
SK-MEL-5,103,84,92,101,81,104,109,-49*
MALME-3M,113,122,83,119,98,96,113,-51*
UACC-257,.,84,116,101,95,97,103,12
SK-MEL-2,111,92,102,110,.,108,109,11

41: CCCCCNc1ncnc2c(C)[nH]nc12
42: CC(N)C12CC3CC(CC(C3)C1)C2 (configuration not stated)
43: O=S(=O)(NCCNc1nccc(-n2cnc3ccccc32)n1)c1ccc(F)cc1
44: CC(Sc1nc2sc3c(c2c(=O)n1-c1ccc(Cl)cc1)CCCC3)C(=O)Nc1nc(-c2ccccc2)cs1 (configuration not stated)
45: COc1cc(COC(=O)CCCCC[P+](c2ccccc2)(c2ccccc2)c2ccccc2)c(OC)c2c1OCO2
46: CC(C)(C)c1cc(NCc2ccc(Cl)cc2)n(-c2ccccc2)n1
47: COc1ccc(/C=C/C(=O)Nc2ccc(-c3nc4ccc(F)cc4s3)cc2)cc1
48: COC1=C(Nc2cccc(C)c2C)C(=O)C(OC)=C(Nc2cccc(C)c2C)C1=O
assay / compound,41,42,43,44,45,46,47,48
UACC-62,88,109,71,96,47,71,100,105
LOX IMVI,89,102,93,101,36,94,95,101
HS 578T,85,133,86,100,71,93,111,97
SK-MEL-28,112,111,101,96,51,109,109,102
SK-MEL-5,83,101,78,98,3.3*,83,87,99
MALME-3M,79,92,94,101,5.3*,100,.,.
UACC-257,91,103,92,98,16,82,95,106
SK-MEL-2,108,124,101,93,68,84,117,80

49: Nc1nc(=O)[nH]c2ccc(C(=O)c3ccccc3)cc12
50: COc1ccc(-c2cc(-c3cccnc3)nc3sc4c(=O)n(-c5ccc(C)cc5)nnc4c23)cc1OC
51: CC(C)=CCO[C@H]1Cc2cc3ccc(=O)oc3cc2OC1(C)C
52: Clc1cccc(-c2nonc2Nn2cnnn2)c1
53: O=C(CN1C(=O)S/C(=C\C(Cl)=C\c2ccccc2)C1=O)NC1CCS(=O)(=O)C1 (configuration not stated)
54: c1ccc2c(NCCCn3ccnc3)c3oc4ccccc4c3nc2c1
55: CC/C(=C(/c1ccc(Cl)cc1)c1ccc(OCCN)cc1)c1ccc(OC)cc1
56: NC(=NC1CCCCC1)c1ccc(OCCSCCOc2ccc(C(N)=NC3CCCCC3)cc2)cc1
assay / compound,49,50,51,52,53,54,55,56
UACC-62,98,99,88,93,72,-15*,101,70
LOX IMVI,.,97,94,.,14,-62*,86,63
HS 578T,92,94,91,97,87,20,92,67
SK-MEL-28,103,100,.,100,75,9.7*,104,89
SK-MEL-5,106,97,96,97,84,9.5*,99,43
MALME-3M,142,96,98,98,85,1.0*,95,80
UACC-257,110,104,94,94,82,16,98,57
SK-MEL-2,115,107,100,116,85,-27*,108,70

Arranged by formula weight (smallest number first): some entries from above.
52: Clc1cccc(-c2nonc2Nn2cnnn2)c1
49: Nc1nc(=O)[nH]c2ccc(C(=O)c3ccccc3)cc12
51: CC(C)=CCO[C@H]1Cc2cc3ccc(=O)oc3cc2OC1(C)C
55: CC/C(=C(/c1ccc(Cl)cc1)c1ccc(OCCN)cc1)c1ccc(OC)cc1
56: NC(=NC1CCCCC1)c1ccc(OCCSCCOc2ccc(C(N)=NC3CCCCC3)cc2)cc1
assay / compound,52,49,51,55,56
UACC-62,93,98,88,101,70
LOX IMVI,.,.,94,86,63
HS 578T,97,92,91,92,67
SK-MEL-28,100,103,.,104,89
SK-MEL-5,97,106,96,99,43
MALME-3M,98,142,98,95,80
UACC-257,94,110,94,98,57
SK-MEL-2,116,115,100,108,70

Carrying on:
57: C#CC(C)(CC)OC(C)=O (configuration not stated)
58: CN(C)CCC(C(=O)c1ccccc1)c1ccncc1 (configuration not stated)
59: CN1C(=O)C(C2=NN(c3ccccc3)C(c3ccc(Cl)cc3)C2)C(=O)N(C)C1=O (configuration not stated)
60: Cc1nn(-c2ccccc2)c(N2CCOCC2)c1-c1nc2ccc(C(=O)NN)cc2[nH]1
61: C[N+](C)(C)N
62: Oc1ccc(Br)cc1C=Nc1cccc2c1C(O)c1ccccc1-2 (configuration not stated)
63: CC(C)(C)n1cc(-c2ccnc(NCCCNS(=O)(=O)c3ccc(F)cc3)n2)c(-c2ccc(F)c(O)c2)n1
64: CNC(=O)c1cc(Oc2ccc3nc(NC(=O)Nc4ccc(N5CCC(N(C)C)CC5)cc4)sc3c2)ccn1
assay / compound,57,58,59,60,61,62,63,64
UACC-62,109,91,71,98,110,88,93,99
LOX IMVI,91,107,79,95,101,97,100,70
HS 578T,108,116,96,.,.,83,96,81
SK-MEL-28,112,108,68,111,110,113,94,88
SK-MEL-5,103,105,56,99,108,98,93,86
MALME-3M,89,79,85,106,93,92,92,56
UACC-257,108,110,81,108,99,108,98,105
SK-MEL-2,119,99,98,129,109,104,99,117

65: CC(=O)c1cc2c(N)c(C(=O)Nc3ccncc3)sc2nc1C
66: NNc1nc(Nc2ccccc2)nc(Nc2ccc(S(N)(=O)=O)cc2)n1
67: CC(=O)[C@H]1C[C@]23CC[C@]4(C)[C@H](CC[C@@H]5[C@@]6(C)CCC(=O)C(C)(C)[C@@H]6CC[C@]54C)[C@H]2[C@H](C)C1(C)OC3
68: CCCS(=O)(=O)Oc1ccc2c3c(c(=O)oc2c1)CCCCCC3
69: Cc1nnc2c(C#N)c(-c3cccn3C)cc(-c3ccc(Br)cc3)n12
70: Cc1ccc(S(=O)(=O)Nc2ccc(C(=O)/C=C/c3ccccc3F)cc2)cc1
71: O=C1CSC(c2ccccc2Cl)N1c1nnc(Cn2nnc3ccccc32)o1 (configuration not stated)
72: N#CCCN(CCC#N)c1ccccc1
assay / compound,65,66,67,68,69,70,71,72
UACC-62,81,93,86,80,94,64,64,110
LOX IMVI,103,100,94,79,90,.,86,103
HS 578T,98,95,104,100,119,89,103,99
SK-MEL-28,94,111,109,101,127,103,93,115
SK-MEL-5,92,96,100,56,.,93,79,103
MALME-3M,101,106,110,93,170,103,127,92
UACC-257,93,110,104,92,103,95,95,97
SK-MEL-2,82,107,105,95,106,103,92,112

2 compounds picked at random from those above, as already listed:
72: N#CCCN(CCC#N)c1ccccc1
65: CC(=O)c1cc2c(N)c(C(=O)Nc3ccncc3)sc2nc1C
assay / compound,72,65
UACC-62,110,81
LOX IMVI,103,103
HS 578T,99,98
SK-MEL-28,115,94
SK-MEL-5,103,92
MALME-3M,92,101
UACC-257,97,93
SK-MEL-2,112,82

Compound activity from PubChem BioAssay.
